KCNQ2 inh = KCNQ2 potassium channel inhibitors, primary screen, cell-based, CHO-K1, FluxOR thallium flux, B-score (AID 2156); Potassium voltage-gated channel subfamily KQT member 2 (Rattus norvegicus), O88943; 20 min; stronger effect = lower value; B-score at 10 µM; 310,000 tested, 1.1% active;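 active = fluorescence ratio B-score at most minus 3 library SDs, with starting brightness B-score within 2 library SDs, cut at about -5.5 in these data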
Kir21 block = inhibitors of mouse Kir2.1 inward-rectifier potassium channel; Inward rectifier potassium channel 2 (Mus musculus), P35561; HEK293-Kir2.1, FluxOR thallium flux fluorescence; stronger effect = lower value; 310,000 tested, 0.85% active; B-score at 10 µM;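 active = fluorescence ratio B-score at or below minus 3 SD of library scores, with starting-brightness B-score within 2 SD, cut at about -4.2 in these data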;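 note: channel flux triggered by added potassium and thallium sulfate stimulus; B-score of peak minus minimum fluorescence over baseline after thallium stimulus; more negative B-score means stronger Kir2.1 block with less thallium influx; some compounds called inactive have numbers as strong as hits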
Target sequence (P35561 whole entry, looked up): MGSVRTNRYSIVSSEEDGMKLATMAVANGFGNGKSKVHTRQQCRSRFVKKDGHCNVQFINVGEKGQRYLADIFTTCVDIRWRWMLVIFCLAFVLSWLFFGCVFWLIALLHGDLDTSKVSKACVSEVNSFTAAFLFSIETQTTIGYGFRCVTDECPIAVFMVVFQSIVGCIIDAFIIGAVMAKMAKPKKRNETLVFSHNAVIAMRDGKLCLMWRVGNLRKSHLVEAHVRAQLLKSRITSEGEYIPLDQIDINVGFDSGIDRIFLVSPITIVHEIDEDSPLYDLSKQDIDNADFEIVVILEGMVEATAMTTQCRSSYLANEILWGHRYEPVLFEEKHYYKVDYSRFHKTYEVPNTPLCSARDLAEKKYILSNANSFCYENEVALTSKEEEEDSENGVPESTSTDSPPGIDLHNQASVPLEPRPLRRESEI
Numbers without * were called inactive; i = inactive; & = joins results of further samples. This is a subset; count on the stated rates, not on these rows.

| SMILES | KCNQ2 inh | Kir21 block |
| --- | --- | --- |
| O=C1C2CCCN2C(c2ccc(Cl)cc2)N1c1ccccn1 (stereo not drawn) | i | 0.46 |
| COc1cc(C)c(CN2CCN(c3ccccc3)CC2)cc1C | i | 1.6 |
| c1ccc(CN2CCN(Cc3ccc4c(c3)OCCO4)CC2)cc1 | i | -1.1 |
| O=c1[nH]c(=O)n(CCC2=CCCCC2)c(O)c1/C=N/Nc1cccc2ccccc12 | i | 1.1 |
| Cc1ccc(Cn2nnnc2CN2CCC(n3nnc4ccccc43)CC2)cc1 | i | 0.08 |
| C/C(Cl)=C/CC1(CN2CCCC2=O)C(=O)NC(=O)NC1=O | i | 0.51 |
| CC12CCC3C(CC=C4CC(O)CCC43C)C1C/C(=C\c1ccccc1F)C2=O (stereo not drawn) | i | 0.01 |
| CC(=O)O[C@@]12CO[C@@H]1C[C@H](O)[C@@]1(C)C(=O)[C@H](O)C3=C(C)[C@@H](O)C[C@@](O)([C@@H](OC(=O)c4ccccc4)C12)C3(C)C (stereo partly drawn) | i | 0.07 |
| CC(C)c1ccc(N2C(=O)NC(=O)/C(=C/c3cnc(-c4ccccc4)nc3)C2=O)cc1 | i | 2.3 |
| NC(N)=N/N=C/c1ccc(N(c2ccccc2)c2ccccc2)cc1 | i | -6.2* |
| O=C(c1ccc(F)cc1)N1CCC2(CC1)OCCO2 | i | -1 |
| CC1(C)N2CC3([N+](=O)[O-])CN1CC([N+](=O)[O-])(C2)C3 | i | 0.86 |
| COc1ccc(SCC2CN(C)CCC2c2ccc(F)cc2)cc1 (stereo not drawn) | i | -4.8* |
| O=c1c2ccccc2ncn1-c1ccc([N+](=O)[O-])c(C(F)(F)F)c1 | i | 1.1 |
| CCOc1cc(C2C(C#N)=C(N)Oc3c2c(=O)oc2ccccc32)ccc1OC(=O)c1cccs1 (stereo not drawn) | i | -0.13 |
| CN1C(=O)C(=Cc2ccc(N3CCOCC3)o2)C(=O)N(C)C1=O | i | -1.8 |
| CC(=NC1CCN(Cc2ccccc2)CC1)c1c(O)n(C)c(=O)n(C)c1=O | i | -1.1 |
| CCOC(=O)C1C(=O)N(C)C2(C)CC1c1ccccc1O2 (stereo not drawn) | i | -0.35 |
| O=C(COc1ccccc1Cl)N1CCCC(N2CCN(c3ccc(F)cc3)CC2)C1 (stereo not drawn) | i | 0.16 |
| CCCCNC(=O)Nc1ccc(C(O)(C(=O)OC)C(F)(F)F)cc1 (stereo not drawn) | i | 0.12 |
| CCOC(=O)c1ccc2c(c1)n(Cc1ccccc1)c(C)[n+]2CC | i | 1.5 |
| CN1CCN(C(=O)COc2ccc(C(C)(C)C)cc2Br)CC1 | i | -1 |
| O=C1/C(=C/c2cccnc2)N2CCC1CC2 | i | -2 |
| CCCC[N+]12CCC(CC1)C(Cc1ccccc1)C2 (stereo not drawn) | i | 0.09 |
| CCOP(=O)(Cc1cc(C(=O)CC)c(C)o1)OCC | i | 0.39 |
| CCOC(=O)C(O)(c1ccc(NC(=S)NC(=O)c2ccc(Cl)cc2Cl)cc1)C(F)(F)F (stereo not drawn) | i | -0.14 |
| Cc1c(C(=O)C(=O)N2CCC3(CC2)OCCO3)c2ccccc2n1C | i | 0.07 |
| COc1cc(CNCCc2ccc3c(c2)OCO3)ccc1O | i | 0.87 |
| O=C1c2ccccc2C(=O)N1Cc1nc2ccccc2c(=O)n1-c1ccc(Br)cn1 | i | 0.13 |
| CCOC(=O)c1ccc(NC(=O)N2C[C@@H]3C[C@@H](C2)c2cccc(=O)n2C3)cc1 | i | -0.75 |
| Cn1cccc1CN1CCN(C(=O)COc2ccccc2)CC1 | i | -0.25 |
| Cn1c(O)c(/C=N/N2CCOCC2)c(=O)[nH]c1=S | i | -0.06 |
| NC(Cc1nc2ccccc2[nH]1)c1ccc(Cl)cc1 (stereo not drawn) | i | -2.1 |
| O=C1NC(=O)C(=C/C=C/c2coc3ccc(Br)cc3c2=O)C(=O)N1 | i | -6 |
| CCN(CC)CCCNC(=O)c1c(O)c2ccccc2n(Cc2ccccc2)c1=O | i | -1.2 |
| CCC(C)NC(=O)c1c(N)n(Cc2ccc3c(c2)OCO3)c2nc3ccccc3nc12 (stereo not drawn) | i | -0.16 |
| CCCCn1c(=O)c(C(=O)Nc2ccccn2)c(O)c2ccccc21 | i | 0.54 |
| O=C1CC(=O)N(c2ccccc2)C(=O)N1c1ccccc1 | i | -1.7 |
| CCOC(=O)C1(CCCc2ccccc2)CCN(C2CCC2)CC1 | i | -1.3 |
| CN(C)c1nc(-c2ccccc2)[n+](C)s1 | i | 0.49 |
| COc1ccc2[nH]cc(CCN(C)C)c2c1 | i | 0.01 |
| COc1ncccc1C(=O)NCC(CC(=O)O)c1ccccc1 (stereo not drawn) | i | -0.43 |
| O=c1[nH]c(=O)n(-c2ccc(F)cc2)c(O)c1C=NCCN1CCCCC1 | i | -0.05 |
| Cc1nc2ccccc2c(=O)n1-c1ccc(Cl)cc1Cl | i | 0.65 |
| O=C(NC(c1ccc(Cl)cc1)P(=O)(Oc1ccccc1)Oc1ccccc1)OCc1ccccc1 (stereo not drawn) | -9.5* | -0.79 |
| O=C1NC(=O)N(CCc2ccc(F)cc2)C(=O)/C1=C/C=C/c1ccccc1 | i | -1.1 |
| CCOP(=O)(OCC)C(NC(=O)c1cccc(C)c1)C(Cl)(Cl)Cl (stereo not drawn) | i | 0.02 |
| COc1ccc(CCNCc2sccc2C)cc1OC | i | -0.71 |
| CCCCOP(=O)(OCCCC)/C(C#N)=C(/C)O | i | 0.93 |
| Cc1ccsc1C(=O)C1CCCN(Cc2sc(N(C)C)nc2Cl)C1 (stereo not drawn) | i | -2.8 |
| S=c1[nH]c2ccccc2[nH]1 | i | -0.15 |
| O=C(Nc1ccc(Cl)c(Cl)c1)c1ccco1 | i | 1.9 |
| CCc1nccc2c1[nH]c1ccccc12 | i | -0.2 |
| CN1C2CCC1CC(OC(=O)c1ccc(Cl)cc1)(C(=O)O)C2 (stereo not drawn) | i | 0.97 |
| CCOP(=O)(OCC)/C(C#N)=C/c1ccc(Br)cc1 | i | -1.6 |
| CNC(=O)O/N=C(\N)Cc1csc2ccccc12 | i | -3.9 |
| CCN(CC)CCN=Cc1c(O)n(Cc2ccccc2)c(=O)[nH]c1=O | i | 0.23&-0.39 |
| CN1CC=C(c2c[nH]c3ccccc23)CC1 | i | 1.5 |
| Cn1cc(C(=O)c2ccccc2)c2ccccc21 | i | 2.2 |
| CN1C(=O)C(=Cc2coc3ccccc3c2=O)C(=O)N(C)C1=O | i | -0.05 |

(further entries)
| SMILES | KCNQ2 inh | Kir21 block |
| --- | --- | --- |
| O=[N+]([O-])c1ccc(NCCCN2CCOCC2)nc1 | i | 2.1 |
| O=C1NC(=O)C(=Cc2cc3c(cc2[N+](=O)[O-])OCO3)C(=O)N1 | i | -0.22 |
| Cc1ccc(-c2nc3ccccc3c(=O)n2-c2ccc(Br)cn2)cc1 | i | 2 |
| FC(F)(F)c1ccc2c(c1)ncn2C1CCN(Cc2nnnn2C2CCCCC2)CC1 | i | -0.44 |
| O=[N+]([O-])c1ccc(N2CCNCC2)cc1Sc1ccccn1 | i | 0.28 |
| CCCNC(=O)N1[C@H]2CC[C@@H]1C(C(=O)OC)=C(c1ccc(S(C)(=O)=O)cc1)C2 | i | 0.2 |
| COc1cc2ccc(=O)oc2c2ccoc12 | i | 0.37 |
| Cn1c(NN=O)nc2ccccc21 | i | -2.3 |
| COc1ccc(C(=O)C2CN(C)CC2C(=O)c2ccc(OC)cc2)cc1 (stereo not drawn) | i | -1.1 |
| Cc1ccc(CC(=O)N2CCN(Cc3ccccc3)CC2)cc1 | i | 0.81 |
| CCC(COC(=O)NC)NC(=O)Oc1ccccc1 (stereo not drawn) | i | 1.3 |
| CCN(C(=O)CN1CC=C(c2ccccc2)CC1)c1c(N)n(Cc2ccccc2)c(=O)[nH]c1=O | i | -0.31 |

Compounds above that contain an aryl thioether with sulfur outside any ring:
| SMILES | KCNQ2 inh | Kir21 block |
| --- | --- | --- |
| COc1ccc(SCC2CN(C)CCC2c2ccc(F)cc2)cc1 (stereo not drawn) | i | -4.8* |
| O=[N+]([O-])c1ccc(N2CCNCC2)cc1Sc1ccccn1 | i | 0.28 |

An excerpt from above in order of molecular weight, rising:
| SMILES | KCNQ2 inh | Kir21 block |
| --- | --- | --- |
| CCC(COC(=O)NC)NC(=O)Oc1ccccc1 (stereo not drawn) | i | 1.3 |
| O=[N+]([O-])c1ccc(N2CCNCC2)cc1Sc1ccccn1 | i | 0.28 |
| Cc1ccc(-c2nc3ccccc3c(=O)n2-c2ccc(Br)cn2)cc1 | i | 2 |
| CCCNC(=O)N1[C@H]2CC[C@@H]1C(C(=O)OC)=C(c1ccc(S(C)(=O)=O)cc1)C2 | i | 0.2 |

(further entries)
Fields – KCNQ2 inh | Kir21 block
Cc1ccccc1-n1c(O)c(C=Nc2ccc(N(C)C)cc2)c(=O)[nH]c1=O
    i | -0.77
Fc1ccc(Cn2nnnc2C(c2ccc(Cl)cc2)N2CC=C(c3ccc(F)cc3)CC2)cc1 (stereo not drawn)
    i | 1.2
O=C(Cc1ccccc1)Oc1ccc(N2C(=O)CCC2=O)cc1
    i | -1.2
CCOc1ccc(N2C(=O)NC(=O)/C(=C/c3cnc(SC)nc3)C2=O)cc1
    i | 0
CN1CCN(c2ccc3nccnc3c2)CC1
    i | -0.23
CCCCNC(=O)c1c(N)n(Cc2ccc3c(c2)OCO3)c2nc3ccccc3nc12
    i | -0.13
CC(C)N1C(=O)/C(=C/C=C/c2ccco2)C(=O)N(Cc2ccco2)C1=O
    i | -0.07
O=C(N/N=C/c1c(O)n(Cc2ccco2)c(=O)[nH]c1=O)c1ccccc1O
    i | 0.29
CC(C)CC12CN3CCN(CC(C3)C1O)C2 (stereo not drawn)
    i | 0.71
CCC1=Nc2cc(C(=O)N3CCC4(CC3)OCCO4)ccc2Sc2ccccc21
    i | 0.44
CCC(=O)N1CCN(CCN=Cc2c(O)n(C)c(=O)n(C)c2=O)CC1
    i | 0.05
CN(C)C(=O)Oc1cccc2c(OC(=O)N(C)C)cccc12
    i | -1
O=C1CN=C(c2cccs2)c2c(sc3c2CCCC3)N1
    i | -0.92
Cn1c(O)c(C=NC2CC3CCC2(C)C3(C)C)c(=O)[nH]c1=O (stereo not drawn)
    i | 0.79
CCCCn1c(=O)c(C(=O)Nc2ccccc2)c(O)c2ccccc21
    i | -0.84
C[C@]12CCC3=C4CCC(=O)C=C4CC[C@H]3C1CC[C@@H]2O (stereo partly drawn)
    i | 0.66
COC(=O)C1=C(c2cc3ccccc3s2)C[C@@H]2CC[C@H]1N2C(=O)NCc1ccc(F)cc1
    i | 0.63
C/C(=N\NC(=O)c1ccccc1O)c1c(O)n(C2CCCCC2)c(=O)[nH]c1=O
    i | -2
CCN1CCN(Cc2cc(OC)c3c(c2)OCO3)CC1
    i | 0.91
CCCCn1c(O)c(C(C)=NCc2ccc(F)cc2)c(=O)[nH]c1=O
    i | 2.2

Single records (already shown). Values in the order: KCNQ2 inh, Kir21 block
`Fc1ccc(Cn2nnnc2C(c2ccc(Cl)cc2)N2CC=C(c3ccc(F)cc3)CC2)cc1` (stereo not drawn) as listed: i, 1.2
`CCOc1ccc(N2C(=O)NC(=O)/C(=C/c3cnc(SC)nc3)C2=O)cc1` as listed: i, 0
`CC(C)CC12CN3CCN(CC(C3)C1O)C2` (stereo not drawn) as listed: i, 0.71

Additional structures
Fields – KCNQ2 inh | Kir21 block
COC(=O)C1=C(c2cc3ccccc3s2)C[C@@H]2CC[C@H]1N2C(=O)NC1CC1
    i | -1.4
COc1ccc(NC(c2ccccc2F)P(=O)(Oc2ccccc2)Oc2ccccc2)cc1 (stereo not drawn)
    i | 2.1
C[C@]12CCC3C(CCC4=C/C(=N/OCC(=O)NC(CCC(=O)O)C(=O)O)CC[C@@]43C)C1CCC2O (stereo partly drawn)
    i | -0.06
O=c1c2ccccc2nc(C[n+]2ccccc2)n1-c1cccc(C(F)(F)F)c1
    i | -0.33
COc1cc(/C=N/NC(=O)Cn2c([N+](=O)[O-])cnc2C)ccc1OC(=O)N(C)C
    i | -0.02
CN(C)CC1CCCCC1OC(=O)c1ccc(Cl)c(Cl)c1 (stereo not drawn)
    i | -2.3
CCOC(=O)c1sc(/N=C/c2c(O)n(-c3cccc(C)c3)c(=O)[nH]c2=O)c(C#N)c1C
    i | -1.2
C[N+]1(C)CCOC(O)(c2ccc(-c3ccc(C4(O)C[N+](C)(C)CCO4)cc3)cc2)C1 (stereo not drawn)
    i | 0.06
CCNC(=S)N1CCn2cccc2C1c1cccnc1 (stereo not drawn)
    i | 0.25
CCC(=NCCC(c1ccccc1)c1ccccc1)c1c(O)n(C)c(=O)n(C)c1=O
    i | 1.5
CCOP(=O)(Cc1cc(C(C)=O)c(C)o1)OCC
    i | 1.4
CC(C)(C)NC(=S)/N=C(\N)N[N+](=O)[O-]
    i | 3.3
COC(=O)C1=C(c2cccc(OC)c2OC)C[C@@H]2CC[C@H]1N2C(=O)NC(C)C
    i | 0.03
Cc1cccc(N2C(=O)NC(=O)/C(=C/c3cc4c(cc3[N+](=O)[O-])OCO4)C2=O)c1
    i | -3.3
CC1CN=C(NCc2ccccc2)S1 (stereo not drawn)
    i | -0.45
O=C(Nc1ccccc1)Oc1ccccc1
    i | 0.96
CNC(=O)O/N=C(\N)Cc1csc2ccc(Cl)cc12
    i | 0.05
Cc1cc(OCC(=O)N[C@H](C(=O)O)c2ccccc2)c2c3c(c(=O)oc2c1)CCC3
    i | 3.4
COc1ccc(NC(=O)N2C[C@@H]3C[C@@H](C2)c2cccc(=O)n2C3)cc1
    i | 1
CC1(C)CC(=O)C(C=NCCN2CCN(C(=O)Cc3ccc(F)cc3)CC2)=C(O)C1
    i | 0

Source: PubChem BioAssay
